HCV NS3 hel inh = blocks Hepatitis C virus NS3 helicase unwinding; inhibition, % at 10.9 µM; 290,000 compounds, 0.56% hits; NS3 helicase DNA unwinding, Cy5 molecular beacon fluorescence; AID 1800;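 active means inhibition above the mean of all tested compounds plus 3 SD, set per campaign, cut at about 35% in these data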;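 further: 0% = DMSO wells and 100% = thioflavine S control wells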
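Assay system – hepatitis C virus NS3 helicase domain fragment enzyme · Buffer or medium – MOPS pH 6.5, MgCl2, DTT, Tween20, BSA · Reagent – Cy5/quencher beacon DNA duplex and ATP to start · Compound – single 10.9 µM dose · Timing – 1 h at 25 °C · Technique – Cy5 beacon fluorescence read at start and 1 h · Measure – % inhibition of unwinding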
M18AAP inhibitor = blocks P. falciparum M18 aspartyl aminopeptidase | recombinant PfM18AAP, H-Glu-NHMec fluorogenic cleavage | inhibition, % at 7.35 µM | 290,000 compounds, 1.2% hits;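 active means inhibition above the campaign mean inhibition over all tested compounds plus 3 SD, cut at about 28% in these data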;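 further: 0% = plate median of test compound wells and 100% = 2 mM ZnCl2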
FID counter = counter-screen for HCV NS3 helicase inhibitors: DNA intercalator displacement. 290,000 compounds, 0.17% hits. inhibition, % at 7.9 µM. DNA fluorescent intercalator displacement, fluorescence; in the data active means inhibition above about 37%;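 further: 0% = vehicle and 100% = reference compound; higher means more ethidium bromide displaced from hairpin DNA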
UBC9 SUMO inh = blocks human SUMOylation mediated by UBC9; HTRF SUMOylation assay, SAE1/SAE2 + UBC9, in vitro; inhibition, % at 35 µM; 290,000 compounds, 0.36% hits; AID 2006; P63279; in the data active means inhibition above about 50%, passing the limit was not always enough; further: strong numbers were not always called active
Target sequence (P63279 whole entry, looked up): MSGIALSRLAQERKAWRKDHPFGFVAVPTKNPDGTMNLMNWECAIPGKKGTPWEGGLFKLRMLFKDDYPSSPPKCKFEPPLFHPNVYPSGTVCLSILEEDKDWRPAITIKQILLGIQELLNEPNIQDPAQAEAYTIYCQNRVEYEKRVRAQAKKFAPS
VIM-2 inhibitor = inhibitors of Pseudomonas aeruginosa VIM-2 metallo-beta-lactamase | purified VIM-2, nitrocefin hydrolysis, epi-absorbance fluorescence | inhibition, % at 5.6 µM | 290,000 compounds, 0.89% hits;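 active means inhibition above the mean of all tested compounds plus 3 SD, cutoff set per screening run, cut at about 7.5% in these data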;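 further: red hydrolysis product quenches plate fluorescence so inhibitors raise well fluorescence; 0% = enzyme with DMSO and 100% = DMSO without enzyme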
MEKK2mut PB1 HTS = signal of MEK5 binding to mutant human MEKK2 PB1 domain; percent response, % at 10 µM; 290,000 compounds, 0.35% hits; AID 1530; bead flow cytometry, Alexa488-MEK5 binding to MEKK2 mutant; in the data active means percent response above about 24%, passing the limit was not always enough; further: inactives centre near 1; some results filed as inactive read as strong as hits; reference of the scale not given here
IMP-1 inh = blocks Pseudomonas aeruginosa IMP-1 metallo-beta-lactamase. purified IMP-1, nitrocefin hydrolysis, epi-absorbance fluorescence. inhibition, % at 5.6 µM. 290,000 compounds, 0.45% hits. AID 1556;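 active means inhibition above the mean plus 3 SD of all compounds in the same screening run, cut at about 4.5% in these data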;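 further: 0% = IMP-1 with DMSO and 100% = DMSO wells lacking enzyme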
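Material – recombinant IMP-1 enzyme, purified · Amount – IMP-1 0.2 nM before substrate addition · Medium – HEPES buffer pH 7.1 with ZnSO4 and Brij 35 · Timing – 25 °C, 15 min preincubation, 25 min reaction · Measured by – plate fluorescence quenching by hydrolysis product, ex 480/em 530 nm · Read-out – percent enzyme inhibition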
MEKK2wt PB1 HTS = raises or lowers MEK5 binding to wildtype human MEKK2 PB1 domain | bead flow cytometry, Alexa488-MEK5 binding to MEKK2 WT; actives lie on both sides | binding response (% of control), % at 10 µM | 290,000 compounds, 1.1% hits; in the data active means binding response below about 67% or above about 130%
NALP1 yeast inh = NALP1 inhibition; AID 2071; S. cerevisiae NALP1/ASC/caspase-1 growth, X-gal OD620, 72 h; 280,000 compounds, 0.61% hits; inhibition, % at 10 µM; in the data active means inhibition mostly above about 24%, no sharp cut-off; inactive means mostly below about 32%; further: some compounds called inactive have numbers as strong as hits
Starred values were filed as active, the others as inactive; x = not tested or not shown.

SMILES | HCV NS3 hel inh | M18AAP inhibitor | FID counter | UBC9 SUMO inh | VIM-2 inhibitor | MEKK2mut PB1 HTS | IMP-1 inh | MEKK2wt PB1 HTS | NALP1 yeast inh
CCN1CCN(CCCNC(=O)CCC(=O)N2CC(C)Oc3ccc(C)cc32)CC1 (stereo not drawn) | -0.1 | -3.2 | -0.2 | 12.7 | 0.5 | -1.0 | -1.9 | 100.0 | 10.3
O=[N+]([O-])c1ccc(N2CCN(c3ccccn3)CC2)c(Cl)c1 | -6.0 | 6.8 | -5.8 | -21.5 | -1.7 | -3.0 | -2.2 | 98.0 | 9.4
CCOc1ccc2nc(SCC(=O)c3cccs3)sc2c1 | -5.3 | -4.4 | -10.3 | -10.4 | -3.7 | -3.0 | -8.7 | 88.0 | -1.1
CC(C)(C)NC(=O)CSc1ncccc1-c1nc2ccccc2[nH]1 | 1.6 | 5.8 | -6.7 | 9.8 | -2.3 | 10.0 | -3.9 | 104.0 | -6.2
Cc1ccc(C(=O)N/C(=C\c2ccc(F)cc2)C(=O)NCCN2CCOCC2)cc1 | 5.2 | -0.7 | -1.1 | 6.6 | -0.1 | -3.0 | -0.8 | 102.0 | 3.6
CCCCc1ccc(NC(=O)N[C@H](C(=O)O)C(C)C)cc1 | 8.8 | -1.1 | -19.3 | -10.2 | -0.4 | 3.0 | -1.7 | 104.0 | -80.7
Cc1ccccc1NC(=O)c1ccccc1O | -2.1 | -2.1 | 0.6 | -13.2 | -4.8 | -2.0 | -3.7 | 101.0 | 7.2
CC(C)(C)c1ccc(-c2nc(C#N)c(NCc3ccncc3)o2)cc1 | 4.1 | -6.3 | -19.4 | -7.4 | 1.9 | -5.0 | 2.2 | 100.0 | 0.7
O=C(CSc1nc2cc(S(=O)(=O)N3CCOCC3)ccc2o1)Nc1c(F)cccc1F | 5.2 | 32.1* | -5.9 | 26.6 | -3.2 | -9.0 | -0.1 | 94.0 | -1.2
O=C(O)c1cccc(NS(=O)(=O)c2ccc3nnn(O)c3c2)c1 | 1.8 | -0.5 | -2.4 | 8.5 | -2.6 | 9.0 | -3.8 | 105.0 | 14.8
Cn1c(=O)c2c(nc(SCC(=O)NCc3ccco3)n2C)n(C)c1=O | -1.4 | -6.1 | 4.3 | -1.1 | -5.4 | 0.0 | -3.2 | 105.0 | 9.7
COc1ccc(N(CC(=O)Nc2ccc3c(c2)OCO3)S(=O)(=O)c2ccc(C)cc2)cc1OC | 13.6 | -5.5 | -10.7 | 2.7 | -2.1 | -11.0 | -2.3 | 87.0 | -8.4
O=C(c1ccc(S(=O)(=O)NCc2ccco2)cc1)N1CCCC1 | -1.5 | 4.6 | 0.7 | -6.8 | -0.3 | -3.0 | -1.5 | 100.0 | -7.8
Cc1cc(C)c2cc(CN(CCO)Cc3nnnn3Cc3ccc(F)cc3)c(=O)[nH]c2c1 | 5.3 | 11.9 | -3.0 | 13.4 | -0.6 | 12.0 | -0.8 | 111.0 | 13.0
COC(=O)c1sccc1NC(=O)Nc1cccc(C)c1C | -3.7 | -1.8 | -18.4 | 10.1 | -4.0 | 3.0 | -4.8 | 102.0 | -1.2
CC(C)C(=O)N1CCN(c2nc(-c3ccc(Cl)cc3)cs2)CC1 | -13.5 | 2.4 | -32.5 | -32.2 | -5.2 | 0.0 | -2.5 | 94.0 | -12.5
COc1ccc(C(=O)NC(=O)N2CCCCC2)cc1 | -10.2 | -11.1 | -0.8 | -3.6 | 1.7 | 6.0 | 0.0 | 107.0 | 18.0
Cc1ccc(C)c(SCC(=O)OCC(=O)N2CC(C)OC(C)C2)c1 (stereo not drawn) | 0.9 | -0.7 | -13.6 | 6.7 | -5.9 | -1.0 | -4.5 | 102.0 | 5.1
Cn1c(=O)n(CC(=O)NCc2cccnc2)c2ccccc21 | -0.8 | 2.5 | 0.5 | 11.0 | -2.8 | 1.0 | 4.1 | 104.0 | -6.4
C#CCn1c(-c2ccccc2)ccc(C#N)c1=O | -8.5 | -9.6 | -5.1 | 20.9 | -1.1 | 0.0 | -2.8 | 103.0 | -2.1
CC(=O)c1c(O)cc(O)cc1CC(=O)O | -3.5 | 12.9 | -1.6 | 7.3 | -3.2 | 3.0 | -2.4 | 98.0 | 24.7
O=C1CC(SC(=NCc2ccc3c(c2)OCO3)Nc2ccccc2)C(=O)N1c1ccccc1 (stereo not drawn) | -3.7 | 4.6 | -6.3 | -4.4 | -2.5 | 2.0 | -1.7 | 110.0 | -9.5
CCOc1ccccc1CN1CCNC(=O)C1CC(=O)N(C)CCC1CCOCC1 (stereo not drawn) | 3.5 | -3.5 | -31.1 | 2.4 | -2.1 | -3.0 | -0.9 | 102.0 | 9.0
O=CN(c1ccccc1)c1ccc2ccccc2c1 | 1.4 | 0.7 | -3.4 | 14.0 | -2.5 | -8.0 | -2.2 | 97.0 | 6.9
CN(C)C(=O)COc1ccc(Oc2ccccc2)cc1 | 4.8 | 2.3 | -4.6 | -6.6 | -3.9 | -6.0 | -3.8 | 104.0 | 16.5

Rewritten as comma-separated lines: entries from further up
Structure,HCV NS3 hel inh,M18AAP inhibitor,FID counter,UBC9 SUMO inh,VIM-2 inhibitor,MEKK2mut PB1 HTS,IMP-1 inh,MEKK2wt PB1 HTS,NALP1 yeast inh
CC(C)C(=O)N1CCN(c2nc(-c3ccc(Cl)cc3)cs2)CC1,-13.5,2.4,-32.5,-32.2,-5.2,0.0,-2.5,94.0,-12.5
COc1ccc(C(=O)NC(=O)N2CCCCC2)cc1,-10.2,-11.1,-0.8,-3.6,1.7,6.0,0.0,107.0,18.0
Cc1ccc(C)c(SCC(=O)OCC(=O)N2CC(C)OC(C)C2)c1 (stereo not drawn),0.9,-0.7,-13.6,6.7,-5.9,-1.0,-4.5,102.0,5.1

(further entries)
SMILES | HCV NS3 hel inh | M18AAP inhibitor | FID counter | UBC9 SUMO inh | VIM-2 inhibitor | MEKK2mut PB1 HTS | IMP-1 inh | MEKK2wt PB1 HTS | NALP1 yeast inh
COc1ccc(C(=O)N2CCCC(C(=O)N3CCCCCC3)C2)cc1 (stereo not drawn) | 6.6 | -10.6 | -12.3 | 11.9 | -3.9 | -8.0 | -2.7 | 94.0 | -4.3
COc1ccc(S(=O)(=O)N(Cc2ccccc2)c2ccccc2C(=O)O)cc1 | -12.6 | -6.5 | -35.9 | -1.2 | -0.3 | 0.0 | -2.8 | 100.0 | 5.8
Cc1cc(NC(=O)COC(=O)c2cccc(S(=O)(=O)N3CCOCC3)c2)no1 | 3.2 | 6.6 | 3.5 | 2.8 | -2.2 | -3.0 | -2.3 | 90.0 | 10.7
CCc1ccccc1NC(=O)c1nnn(CC(=O)Nc2cccc(C)c2C)c1N | -4.1 | -5.3 | -9.5 | 38.1 | -3.2 | 2.0 | -3.1 | 101.0 | 4.2
CCOc1ccc(NC(=O)CN(C)C(=O)c2ccc(C)c(S(=O)(=O)N3CCCCC3)c2)cc1OCC | -4.0 | 0.4 | -53.8 | 11.0 | -2.1 | 1.0 | -2.8 | 103.0 | 0.6
CCCNC(=S)Nc1c(C)n(C)n(-c2ccccc2)c1=O | -6.6 | 1.7 | -2.6 | -3.2 | -0.7 | -1.0 | -0.8 | 98.0 | -3.7
CCN1CCN(C(=O)C2CCN(S(=O)(=O)N3CCC4(CC3)OCCO4)CC2)CC1 | 5.3 | 0.1 | 1.9 | 7.8 | -1.4 | 1.0 | -1.2 | 99.0 | 2.3
CCCC(=O)c1c[nH]c(C(=O)NCCCN2CCOCC2)c1 | 4.9 | 1.6 | -2.8 | -14.0 | -2.2 | 10.0 | -4.2 | 106.0 | 21.3
CN(CC(=O)Nc1ccc(C#N)cc1)Cc1ccc(Cl)cc1 | -6.5 | 1.8 | -1.7 | -2.2 | -1.8 | -2.0 | -3.0 | 100.0 | 1.2
CC1(C)CC(=O)C2=C(C1)OC(=O)C2(NC(=O)c1cccs1)C(F)(F)F (stereo not drawn) | -7.5 | 1.4 | 0.8 | 3.1 | -3.6 | 1.0 | 0.4 | 102.0 | -4.8
Cc1ccc2cccc(S(=O)(=O)Nc3ccc4c(c3)OCO4)c2n1 | 3.8 | 3.4 | -7.2 | -17.4 | -5.3 | -8.0 | -0.9 | 95.0 | 17.7
CC(=O)Nc1ccc(/C(C)=N/NC(=O)c2ccncc2)cc1 | 0.1 | 1.5 | -2.2 | -0.3 | -4.0 | -2.0 | -0.7 | 98.0 | -6.7
COc1ccc(N2CCN(C(=O)/C(C#N)=C/c3ccccc3)CC2)cc1 | -18.3 | 4.1 | -6.1 | -6.7 | -2.5 | 0.0 | -2.4 | 100.0 | -6.7
CSc1nnc2n(Cc3ccccc3)c(=O)c3c4c(sc3n12)COC(C(C)C)C4 (stereo not drawn) | -5.7 | -6.2 | -1.3 | 22.9 | -2.1 | x | 0.2 | x | 8.6
Cc1ccc(N2C(=S)N=C(Nc3ccccc3C)C23CCOC(C)(C)C3)cc1 (stereo not drawn) | 2.1 | 3.9 | -0.3 | 11.1 | -2.2 | 3.0 | 0.8 | 103.0 | 3.2
COc1ccc2nc(C)cc(SCC(=O)N/N=C/c3ccco3)c2c1 | 25.5 | 28.0 | -17.8 | 17.4 | -4.3 | 4.0 | -1.9 | 101.0 | -11.5
COc1ccc2nc(N3C(=O)/C(=C/c4ccccc4)NC3=S)sc2c1 | 19.0 | -5.9 | -5.9 | -13.4 | -1.6 | -2.0 | -5.0 | 89.0 | 27.8
C=CCNC(=O)c1ccccc1CCc1ccccc1 | -1.9 | -0.8 | -9.5 | 1.0 | 0.4 | -5.0 | -0.7 | 94.0 | 16.7
O=C(COC(=O)C1CSC2(c3ccc(F)cc3)CCC(=O)N12)NC(=O)NC1CCCC1 (stereo not drawn) | 2.3 | 5.4 | -44.5 | -7.7 | -3.4 | 3.0 | -2.5 | 99.0 | 3.2
Cc1cccc(C(=O)NNC(=O)/C=C/C(=O)O)c1 | -3.7 | -8.7 | -6.2 | 18.0 | 1.4 | -2.0 | -2.2 | 106.0 | 4.8
COc1ccc(C2(C(=O)NCCCN(C)C)CCOCC2)cc1 | 1.1 | -0.5 | -1.5 | 4.9 | -4.8 | 8.0 | -1.8 | 102.0 | 17.9
CCCC(c1nnnn1C1CCCC1)N1CCN(c2ccccc2F)CC1 (stereo not drawn) | -1.0 | 0.5 | -24.9 | 11.4 | -0.1 | -1.0 | -1.3 | 102.0 | -9.3
CC(=O)Nc1ccc(C(=O)N/N=C/c2ccncc2)cc1 | -11.5 | -12.5 | -3.5 | 9.6 | -3.2 | 6.0 | -3.3 | 102.0 | 6.4
N#C/C(=C\c1ccc(-c2cccc(C(F)(F)F)c2)o1)C(=O)Nn1cnnc1 | 17.9 | 33.5* | -23.3 | 6.3 | 0.9 | 10.0 | 1.7 | 98.0 | 10.7
Cc1ccc2c(c1)C1CN(C)CCC1N2C(=O)c1cccc(S(=O)(=O)N2CC(C)CC(C)C2)c1 (stereo not drawn) | -48.1 | 2.6 | 8.9 | -10.2 | -3.0 | 2.0 | -2.2 | 109.0 | 7.4
CCS(=O)(=O)NCCc1csc(-c2ccc(OC)c(OC)c2)n1 | 6.2 | -0.1 | -9.4 | -15.2 | -1.4 | -6.0 | -1.1 | 97.0 | x
CCc1ccccc1NC(=S)N(Cc1ccco1)C(C)c1cccs1 (stereo not drawn) | -0.2 | -13.6 | -3.4 | 4.0 | -0.4 | 1.0 | -2.4 | 102.0 | -14.9

Bioassay records (PubChem)
